# TR-FRET SRC-2 ct: flags TR-FRET format artefacts in PPARgamma SRC-2 recruitment agonist screen. AID 1049. TR-FRET artefact counter-screen; active compounds read high. 200,000 tested, 0.4% active. TR-FRET ratio at 8 µM; in the data active means TR-FRET ratio above about 2000; further: inactives centre near 1500; reference of the scale not given here
# bIAP inh: blocks bovine intestinal alkaline phosphatase activity. purified bovine IAP, CDP-star luminescence, 30 min. inhibition, % at 20 µM. 190,000 tested, under 10 active;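 active means over 50% inhibition of intestinal alkaline phosphatase at 20 µM in the single-dose screen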
#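 Assay system – bovine IAP enzyme · Quantity – bovine IAP at 1/65,000,000 final dilution · Detection – CDP-star luminescence signal · Times – 30 min reaction at room temperature · Also added – CDP-star substrate at 30 µM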
# S1P3 antag: blocks the human S1P3 receptor; AID 485; 170,000 tested, 0.27% active; CHO S1P3 NFAT-BLA reporter, FRET fluorescence, antagonist mode; Q99500; inhibition, % at 4.98 µM;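 active means inhibition above the plate cutoff, the mean inhibition of test wells on that plate plus 3 SD, cut at about 28% in these data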;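 further: cells challenged with S1P at its EC80 of 0.8 µM; blue over green emission ratio from cleaved BLA substrate after 4 h stimulation; 0% = S1P-stimulated wells and 100% = unstimulated DMSO-only wells; some compounds past the cut are filed as inactive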
# Target sequence (Q99500 whole entry, looked up): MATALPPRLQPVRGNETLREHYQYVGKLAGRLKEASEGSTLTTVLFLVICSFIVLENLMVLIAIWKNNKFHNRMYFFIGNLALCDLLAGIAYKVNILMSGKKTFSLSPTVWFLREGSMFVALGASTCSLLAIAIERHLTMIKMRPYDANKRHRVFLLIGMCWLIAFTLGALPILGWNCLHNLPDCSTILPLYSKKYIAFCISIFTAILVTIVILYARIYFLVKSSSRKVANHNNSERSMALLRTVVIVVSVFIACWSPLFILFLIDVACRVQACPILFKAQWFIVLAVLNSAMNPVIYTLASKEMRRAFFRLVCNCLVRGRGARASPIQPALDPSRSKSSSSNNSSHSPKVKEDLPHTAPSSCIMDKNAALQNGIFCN
# PPARg SRC-3 ag: agonists of human PPARgamma SRC-3 coactivator recruitment; 200,000 tested, 0.26% active; biochemical PPARgamma/SRC-3 coactivator recruitment assay; activation, % at 8 µM; AID 731; in the data active means activation above about 23%;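 further: 0% = DMSO and 100% = reference agonist; some compounds past the cut are filed as inactive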
# Target sequence (P37231 whole entry, looked up): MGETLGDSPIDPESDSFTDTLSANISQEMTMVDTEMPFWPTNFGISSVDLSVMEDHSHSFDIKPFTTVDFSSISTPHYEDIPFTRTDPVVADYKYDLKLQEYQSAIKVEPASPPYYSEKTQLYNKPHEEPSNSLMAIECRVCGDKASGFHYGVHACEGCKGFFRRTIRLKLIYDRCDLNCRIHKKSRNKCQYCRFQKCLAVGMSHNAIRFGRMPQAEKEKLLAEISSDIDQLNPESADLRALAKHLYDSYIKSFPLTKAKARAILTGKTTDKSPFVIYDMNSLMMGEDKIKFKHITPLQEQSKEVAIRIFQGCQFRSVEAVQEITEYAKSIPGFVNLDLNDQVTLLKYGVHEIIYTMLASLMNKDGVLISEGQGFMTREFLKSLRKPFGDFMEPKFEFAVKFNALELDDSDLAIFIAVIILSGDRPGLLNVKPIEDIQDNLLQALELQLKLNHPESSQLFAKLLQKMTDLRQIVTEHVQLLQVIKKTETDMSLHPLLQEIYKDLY
# ROMK primary: human ROMK K+ channel modulation, primary screen. P48048. Tet-inducible ROMK, thallium flux fluorescence; actives lie on both sides. B-score at 10 µM. 130,000 tested, 2% active;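 active means signal ratio slope over the read window, or its plate-corrected B-score, at least 3 SD from the plate mean, either direction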;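 further: B-score of the F/F0 ratio slope over 7 to 12 s after thallium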
# PPARg SRC2 recr: promotes SRC-2 coactivator recruitment by human PPARgamma; activation, % at 8 µM; PPARgamma LBD-SRC-2 recruitment, biochemical; 200,000 tested, 0.34% active; in the data active means activation above about 22%;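 further: 0% = vehicle and 100% = reference agonist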
# PPARg SRC-1 ag: PPARgamma-driven SRC-1 recruitment agonism. P37231. PPARgamma-SRC-1 coactivator recruitment biochemical assay. activation, % at 8 µM. 200,000 tested, 0.41% active. AID 631; in the data active means activation above about 19%;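 further: 0% = DMSO and 100% = reference agonist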
# DTT redox prof: compounds producing H2O2 with reducing agent – biochemical, NIH compound library profiling, artefact control for MLSCN library redox annotation, primary screen; DTT-dependent redox cycling H2O2, phenol red/HRP absorbance; 100% = 100 µM peroxide control, 0% = buffer; activation, % at 10 µM; 200,000 tested, 0.03% active; AID 878;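 active means activation of at least 50% relative to the plate's high and low controls in the primary single-dose screen; inactive means activation below 50%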;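 further: compound incubated with DTT at 0.8 mM final as the reducing agent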
# bIAP activator: intestinal alkaline phosphatase (bovine) activation; purified bovine IAP, CDP-star luminescence, 30 min; active compounds read high; fold of DMSO-control signal, blank-subtracted; activation factor at 20 µM; 200,000 tested, 0.17% active; AID 1016;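 active means activation factor of 2 or more at 20 µM, a signal rise over negative controls twice the positive control's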
# L major viab: Leishmania major promastigote growth inhibition; inhibition, % at 10 µM; AID 1063; 200,000 tested, 9% active; Leishmania major promastigotes, resazurin fluorescence viability; in the data active means inhibition above about 50%;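 further: promastigotes grown with compound for 44 hours at 28 °C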
# TLR4-MyD88 BLA: blocks binding of human TLR4 to MyD88; O00206+Q99836; HeLa CL3-4 TLR4/MyD88 BLA complementation, FRET ratio; inhibition, % at 8.4 µM; 200,000 tested, 0.18% active; AID 861; in the data active means inhibition above about 25%;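 further: 0% = vehicle and 100% = reference inhibitor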
# Numbers without * were called inactive; nt = not tested or not shown.
SMILES,TR-FRET SRC-2 ct,bIAP inh,S1P3 antag,PPARg SRC-3 ag,ROMK primary,PPARg SRC2 recr,PPARg SRC-1 ag,DTT redox prof,bIAP activator,L major viab,TLR4-MyD88 BLA
Cc1oc2cc(OCc3cnn(-c4ccccc4)c3)ccc2c(=O)c1Oc1ccccc1F,1543,-4,-7,-6,0.65,-3,-5,1.3,1,5,16
CN1C(=O)C(C(=O)NC(C)(C)C)C2c3ccccc3OC13CCCCC23 (stereo not given),1398,-4,-2,-3,nt,-7,-9,-0.1,1,27,-9
Cc1cc(CN(C)C(=O)CCc2nnc(Cc3cccc(C(F)(F)F)c3)o2)on1,1642,6,4,1,0.17,5,14,-1.6,0.9,-1,1
CCOC(=O)C1CCN(C(=O)c2ccccc2Oc2ccccc2)CC1,1521,2,-4,7,nt,1,-2,-1.9,1,-4,-9
Cc1cccc(C)c1NC(=S)N(Cc1cccs1)C1CCCC1,1388,5,-3,7,0.82,6,2,0.6,0.9,2,-7
COc1ccc(NC(=O)N2c3ccccc3CC2C)cc1OC (stereo not given),1569,0,-26,0,nt,6,11,2.7,1,4,1
O=C(OCc1cnc(Cl)s1)c1ccc(Cl)cc1,1628,5,nt,2,nt,8,6,-3.8,0.9,-3,-4
CCn1c(Cc2c(C)[nH]c3ccccc23)nnc1SCC(=O)NCc1ccco1,1388,-44,nt,13,nt,4,0,-0.5,1.4,-9,11
CCOC(=O)/C(=C/c1ccc(F)cc1)NC(C)=O,1312,-17,5,7,nt,7,4,-0.4,1.2,-5,-11
CCCCCn1c(=S)[nH]c2ncccc2c1=O,1485,3,-10,-6,nt,-2,6,2.4,1,-6,4
Cc1cccc(NC(=O)c2sc3nc(-c4ccc(F)cc4)cn3c2C)n1,1617,5,-15,-4,0.073,-2,36*,-0.1,1,16,7
CC(C)CN(Cc1c(O)ccc2ccccc12)CC(C)C,1564,-7,-17,5,-0.54,8,7,0.2,1.1,1,14
COC(=O)c1sc(NC(=O)CSc2nnc(C(C)C)n2C)nc1C,1715,9,-3,10,nt,14,19*,0.2,0.9,2,2
COc1ccc(CCNC(=O)COc2ccc(C)nc2[N+](=O)[O-])cc1,1371,8,-4,1,0.19,4,3,-2.4,0.9,1,-6
CCOC(=O)N1CCN(S(=O)(=O)c2ccc3c(c2)CCN3C(=O)C2CC2)CC1,1504,-2,-1,3,-0.41,-3,-1,-0.4,1,-12,-3
COc1cc([N+](=O)[O-])ccc1NC(=O)CSc1nc2ccccc2n1-c1ccccc1,1737,5,-2,3,-0.22,5,3,0.7,0.9,92*,-15
COc1ccc(-c2cc(C(F)(F)F)n3nc(C(=O)O)cc3n2)cc1OC,1557,3,27,-14,0.71,4,0,-0.3,1,1,8
C/C(=C\c1ccc(C)o1)C(=O)c1c(C)cc(C)[nH]c1=O,1566,3,-19,-2,-0.0051,-1,3,-0.4,1,7,8
CCN(Cc1ccccc1)C(=O)CN1C(=S)NC(C)(C)CC1C (stereo not given),1649,9,-3,3,0.3,1,4,-0.6,0.9,44,3
CC(C)C(=O)NC(=S)Nc1ccccn1,1465,4,nt,-2,nt,-8,-9,2.1,1,4,11
COc1cc(C(=O)NCCCNc2nc3cc(C)cc(C)c3cc2C#N)cc(OC)c1OC,1499,-6,nt,11,nt,-1,-1,0.6,1.1,2,-6
O=C(CSCc1ccccc1Br)N/N=C/c1ccc2c(c1)OCO2,1299,6,-6,2,nt,-9,5,0.4,0.9,10,-2
CCC(=O)N(Cc1ccco1)c1nc(-c2ccc(OC)cc2)cs1,1409,-1,nt,-4,0.71,0,2,2.5,1,49,14
COc1cc(O)c2c(=O)cc(-c3ccccc3)oc2c1,1361,16,-3,-1,nt,2,1,0.2,0.8,-10,-11
CCOCC(=O)Nc1cc(C(=O)Nc2ccc(F)cc2)ccc1Cl,1588,5,-9,1,nt,-1,4,-0.4,1,-8,15
Cc1ccccc1NC(=O)c1ccccc1NC(=O)c1ccco1,1717,10,9,5,nt,1,2,0.0,0.9,12,9
CC(SCc1ccccc1)C(=O)N/N=C/c1ccc2c(c1)OCO2 (stereo not given),1548,22,nt,0,nt,5,1,-5.0,0.8,75*,-3
COc1ccccc1OCc1ccc(C(=O)NCc2ccco2)o1,1685,1,-5,-8,-1.1,10,7,-2.9,1,13,-7
CN(C)S(=O)(=O)c1ccc(C(=O)NCC(=O)N/N=C/c2cccs2)cc1,1776,-3,-11,1,0.43,5,13,-1.2,1,39,-2
CC(C)(C)c1ccc(C(=O)OCC(=O)Nc2sc3c(c2C#N)CCC3)cc1,1448,40,3,1,-0.31,6,8,0.2,0.6,-4,7

# Three entries already listed, sorted by the value under S1P3 antag, falling.
Molecule,S1P3 antag
COc1ccccc1OCc1ccc(C(=O)NCc2ccco2)o1,-5
CCOCC(=O)Nc1cc(C(=O)Nc2ccc(F)cc2)ccc1Cl,-9
CN(C)S(=O)(=O)c1ccc(C(=O)NCC(=O)N/N=C/c2cccs2)cc1,-11

# Marked active in PPARg SRC-1 ag (from the list above):
compound,bIAP inh,S1P3 antag,PPARg SRC-3 ag,ROMK primary,PPARg SRC2 recr,PPARg SRC-1 ag,DTT redox prof,bIAP activator,TLR4-MyD88 BLA
Cc1cccc(NC(=O)c2sc3nc(-c4ccc(F)cc4)cn3c2C)n1,5,-15,-4,0.073,-2,36*,-0.1,1,7
COC(=O)c1sc(NC(=O)CSc2nnc(C(C)C)n2C)nc1C,9,-3,10,nt,14,19*,0.2,0.9,2

# (more compounds)
SMILES,TR-FRET SRC-2 ct,bIAP inh,S1P3 antag,PPARg SRC-3 ag,ROMK primary,PPARg SRC2 recr,PPARg SRC-1 ag,DTT redox prof,bIAP activator,L major viab,TLR4-MyD88 BLA
CC1(C)SC(=Nc2ccccc2)N(S(=O)(=O)c2ccccc2)C1=O,1524,12,-6,2,0.94,1,5,-0.5,0.9,0,-4
CC(NC(=O)c1cncc(Br)c1)c1ccc(S(N)(=O)=O)cc1 (stereo not given),1520,nt,20,-3,nt,0,3,0.6,0.5,-5,0
CCC1CCCCN1C(=O)CSc1nnc(CNC(=O)c2cc(OC)c(OC)c(OC)c2)o1 (stereo not given),1556,0,nt,4,0.17,0,2,0.1,1,-3,-2
O=C(CO/N=C/c1ccc(OC(F)F)cc1)NCc1cccs1,1372,4,-7,-1,nt,-3,-4,-0.2,1,35,5
CN(C)S(=O)(=O)c1ccc(Cl)c(C(=O)Nc2cccc([N+](=O)[O-])c2)c1,1480,-1,6,3,-0.24,3,3,-0.6,1,3,3
COc1cc(-c2nnc(SCc3cccnc3)n2C)cc(OC)c1O,1544,6,-14,-6,0.43,2,3,1.9,0.9,-2,10
CCCc1cc(=O)[nH]c(SCCOc2ccc(OCC)cc2)n1,1655,12,nt,8,-0.079,5,6,0.2,0.9,-13,-9
CC(C)NC(=S)N/N=C/C1=CCC2CC1C2(C)C (stereo not given),1544,6,-4,2,-0.054,3,3,3.3,0.9,100*,-8
CCOC(=O)Nc1sc(=S)n(C)c1C,1528,14,-18,-2,0.14,-3,0,1.9,0.9,19,-7
CC/C(O)=C1\C(=O)CC(C)(C)CC1=NCCc1nc2ccccc2[nH]1,1581,-2,-1,4,-0.45,6,5,-0.7,1,3,-2
O=P(Cc1ccncc1)(c1ccccc1)c1ccccc1,1364,9,nt,0,1.6,4,1,0.2,0.9,2,2
O=C1OCCC1Sc1nc2ccccc2c(=O)n1Cc1ccccc1 (stereo not given),1701,22,-6,1,-1.1,10,-2,0.0,0.8,-4,12
COC(=O)c1c(NC(=O)CN2C(=O)NC3(CCc4ccccc4C3)C2=O)sc2c1CCCCC2 (stereo not given),1575,19,3,2,1.7,5,9,0.0,0.8,11,6
CCOC(=O)CSc1nc(C)cc(C)n1,1632,5,nt,-1,-0.43,5,3,-0.1,1,-6,-13
Cn1c(CC2C(=O)Nc3ccc(Br)cc32)nc2ccccc2c1=O (stereo not given),1700,-7,0,10,nt,6,7,0.7,1.1,3,0
COc1cc2c(cc1OC)CN(C(=O)COc1ccc(C#N)cc1)CC2,1458,5,-22,-8,-0.061,-8,-5,-2.5,1,3,-14
CC(C)c1ccc(NS(=O)(=O)c2ccc(Cl)nc2)cc1,1680,-22,5,-2,nt,-4,9,0.0,1.2,-1,-7
Clc1ccc(-n2nnnc2SCc2c(-c3ccccc3)nc3sccn23)cc1,1777,8,3,4,nt,14,7,3.5,0.9,30,-12
CCOc1ccc(CCNC(=O)c2ccc(CNS(=O)(=O)c3ccccc3)cc2)cc1OCC,1564,18,-12,-4,0.31,-5,3,0.1,0.8,53*,-3
O=C1CSC(c2ccc(Cl)cc2)N1Nc1nc(N2CCOCC2)nc(N2CCOCC2)n1 (stereo not given),1597,-17,9,0,0.14,1,1,-1.5,1.2,28,0
COc1ccc(C(C(=O)Nc2ccc(C(C)C)cc2)N(C)C(=O)CNC(C)=O)cc1 (stereo not given),1460,-9,nt,3,-0.087,10,-6,0.2,1.1,-3,-4
CC(C)NC(=O)CC(=O)N/N=C/c1ccc(F)cc1,1511,1,nt,-7,nt,3,-4,-3.7,1,-5,-6
C/C(N)=N\S(=O)(=O)c1ccc(Cl)cc1,1530,15,-72,-7,nt,-7,-5,1.7,0.9,0,6
CC(CCc1ccco1)NC(=O)Cn1ncc2c1-c1ccccc1OC2 (stereo not given),1693,-10,-54,5,nt,10,0,-0.2,1.1,-3,-18
COc1ccccc1N(CC(=O)Nc1cccnc1)S(=O)(=O)c1ccccc1,1457,9,nt,-8,nt,-1,-8,2.2,0.9,2,0
O/N=C1/CCc2nonc2/C1=N/O,1299,1,-37,-9,1.2,-2,-2,2.2,1,-6,8
CCOC(=O)CSc1nnc([C@H](C)NC(=O)OC(C)(C)C)o1,1522,2,31,7,nt,18,5,1.4,1,-2,-2
CNC(=S)Nc1ccc2[nH]c(=O)[nH]c2c1,1669,-7,5,3,-0.75,2,2,-0.5,1.1,-4,11
CCOC(=O)c1cc(=O)n2nc(-c3ccc(C)cc3)nc2s1,1556,23,-38,3,nt,-5,-2,1.5,0.8,1,13
CCOC(=O)c1cnc2ccc(OCC)cc2c1N(C)Cc1ccccc1,1603,-4,-6,-7,0.88,-2,0,0.5,1,98*,5
Cc1cccc(C(=O)NC2=NCCS2)c1,1508,-9,1,2,0.37,2,5,-1.2,1.1,-13,13
COc1ccc(/C=N/Nc2nnc(-c3ncc[nH]3)c3ccccc23)cc1,1286,10,nt,0,nt,3,6,3.2,0.9,-5,-2
COc1ccc(C(=O)C2CCCN(Cc3c[nH]c4ccccc34)C2)c(OC)c1 (stereo not given),1772,-10,9,-1,-1.5,5,6,-1.6,1.1,62*,7
O=C(Cc1ccccc1)N1CCCC1c1ccccc1 (stereo not given),1728,9,-27,10,-0.72,15,8,2.2,0.9,4,-5
COc1cccc(CNC(C)(C)CO)c1OCc1ccc(Cl)cc1,1610,-9,4,-2,-0.41,8,1,0.2,1.1,17,-17
COc1ccc(-c2[nH]c(-c3ccccc3)nc2SCC(=O)Nc2nccs2)cc1,1441,-16,5,0,-1.9,-5,-3,1.2,1.2,42,-3
COc1ccc(C(C)(C)C)cc1S(=O)(=O)n1ccnc1C,1439,1,-7,0,1.4,-4,-6,-0.3,1,23,-12

# Screening data: PubChem BioAssay, several laboratories
